ELG1 genotoxic – genotoxicity induction in ELG1-luciferase HEK293T cells; HEK293T ELG1-luciferase reporter, luminescence, 16 h; Potency, µM (top dose mostly 46 µM), for the others: at the top dose activity change, positive = activation, hits mostly activators; 330,000 compounds, 1.3% hits; AID 504466; also: potency is read from the fitted curve at half-maximal effect; % of control where 0% means no effect; nearly all actives have a fitted effect of over 60% in size
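Genotoxic stress is detected as increased luminescence from luciferase-tagged ELG1 in HEK293T cells, measured with ONE-Glo after a 16 hr treatment at 37 °C.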
Giardia kill – kills Giardia lamblia; Giardia lamblia trophozoite viability; activity change, % at 7.66 µM, hits read low; 340,000 compounds, 0.15% hits; in the data active = activity change below about -80%; inconclusive = between about -30% and that limit;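 also: parasites exposed to compound for two days anaerobically before the ATP read; % is scaled to controls: 0 for no effect and ±100 for the full control effect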
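Media and compound were dispensed first, then trophozoites at 100 cells/well; plates sat 48 hrs at 37 deg C without oxygen before ATP luminescence reagent was added and read after 15-30 min at room temperature.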
PKM2 act – PKM2 (human) enzyme activation. 260,000 compounds, 0.34% hits. purified PKM2, Kinase-Glo ATP luminescence, activation; response scale: 0% is enzyme alone, no compound. Potency, µM (top dose mostly 57.5 µM), without a hit: at the top dose activation, hits mostly activators. AID 1631. P14618; also: potency is read from the fitted curve at half-maximal effect; % is scaled to controls: 0 for no effect and ±100 for the full control effect; nearly all actives have a fitted effect of over 55% in size
Target sequence (P14618 whole entry, looked up): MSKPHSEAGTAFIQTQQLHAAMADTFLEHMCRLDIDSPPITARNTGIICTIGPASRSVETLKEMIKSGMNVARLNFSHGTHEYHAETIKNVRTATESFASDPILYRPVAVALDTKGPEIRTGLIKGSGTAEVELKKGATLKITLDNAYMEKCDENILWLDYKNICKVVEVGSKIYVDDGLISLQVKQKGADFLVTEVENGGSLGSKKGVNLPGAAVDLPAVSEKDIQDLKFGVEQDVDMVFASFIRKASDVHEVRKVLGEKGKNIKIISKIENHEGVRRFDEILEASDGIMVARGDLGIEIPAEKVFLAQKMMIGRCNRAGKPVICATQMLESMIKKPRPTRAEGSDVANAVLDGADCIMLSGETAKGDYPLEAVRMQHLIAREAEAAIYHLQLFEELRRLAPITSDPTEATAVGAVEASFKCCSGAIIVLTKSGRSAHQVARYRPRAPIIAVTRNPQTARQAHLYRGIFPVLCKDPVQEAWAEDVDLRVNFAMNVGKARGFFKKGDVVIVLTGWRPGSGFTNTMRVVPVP
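hPK-M2, >95% pure; 0.1 mM ADP / 0.5 mM PEP final; imidazole pH7.2 buffer w/ 7 mM MgCl2, 50 mM KCl; 1 h RT; Kinase-Glo lum. Intermediate enzyme activity for dual inhibitor/activator qHTS.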
p53 reactivator – restores transcriptional activity of mutant p53; H1299 p53-A138V BP100-luciferase reporter, luminescence, 24 h; Potency, µM (highest dose often 92.2 µM), inactives show at the highest dose activity change, positive = activation, most hits filed as activators; 320,000 compounds, 0.063% hits; also: potency is read from the fitted curve at half-maximal effect; % of control where 0% means no effect; nearly all actives have a fitted effect of over 45% in size
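p53-null H1299 cells stably carrying temperature-sensitive p53-A138V and a BP100-luciferase reporter were pinned with compounds (4-point, 1:5 series) and held 24 hrs at 37 deg C. Luminescence was read 10 min after detection reagent.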
NPC1 promoter act – activates the NPC1 promoter; Huh7 NPC1 promoter luciferase reporter, 24 h; 320,000 compounds, 2.4% hits; AID 485313; Potency, µM (highest dose often 9.22 µM), without a hit: at the top dose activation, hits mostly activators;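 also: potency is read from the fitted curve at half-maximal effect; % of control where 0% means no effect; nearly all actives have a fitted effect of over 60% in size; reporter is driven by a mutant NPC1 promoter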
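Huh7 cells stably carrying NPC1 promoter–luciferase, plated in Opti-MEM with 10% FBS for 2 h, were exposed to compound in DMSO for 24 h at 37 °C; luciferase reagent was added for 10 min and luminescence read.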
Menin MLL FP TR – inhibitors of human menin-MLL interaction, mutant MLL peptide; Menin + Texas Red MLL mutant peptide, fluorescence polarization; Potency, µM (doses to about 61.6 µM), inactives show at the highest dose FP activity change, negative = inhibition, usual class: inhibitors; 270,000 compounds, 0.23% hits; active = well fitted inhibition curve with a large enough effect in the polarisation, with a control signal flat, not every such curve was filed as active; inconclusive = small, poorly fitted or top-dose-only effect, or effect the other way, or a change in a side signal; inactive = no such curve, though single readings can be large or run the other way; the % refers to the polarisation; also: potency is read from the fitted curve at half-maximal effect; % of control where 0% means no effect; many of its hits are not listed in these tables
BRCA1 expr up – activators of BRCA1 expression. MCF7-BRCA1-FFLuc reporter, luminescence, 48 h; response scale: scaled: vehicle 0%, 10 µM genistein 100%. AID 624202. Potency, µM (doses to about 46.1 µM), for inactives: at the highest dose activation, actives largely listed as activators. 380,000 compounds, 1.1% hits; also: potency is read from the fitted curve at half-maximal effect; nearly all actives have a fitted effect of over 80% in size; some results filed as inactive show a strong effect at the top dose
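MCF7-BRCA1-FFLuc, 2000 cells/well; 2 h attach, 37 °C/5% CO2; compound 48 h; luciferase substrate 15 min; luminescence end-point. Norm. to genistein 10 microM max activation and DMSO; concentration-response curves fitted.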
Rab9 promoter act – activates the Rab9 promoter. Huh7 Rab9 promoter-luciferase reporter, luminescence, 24 h. AID 485297. Potency, µM (series often up to 9.22 µM), for inactives: at the highest dose activation, negative = inhibition, actives largely listed as activators. 320,000 compounds, 2.8% hits; also: potency is read from the fitted curve at half-maximal effect; % of control where 0% means no effect; nearly all actives have a fitted effect of over 60% in size
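Luciferase signal after 10 min detection reagent at ambient indicates Rab9 promoter upregulation; stably transfected Huh7 cells were treated 24 h with compound in DMSO at 37 °C, 5% CO2.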
RORgamma inh – inhibitors of mouse ROR gamma transcriptional activity | P51450 | 310,000 compounds, 5.4% hits | Potency, µM (titrated, usually from 53.6 µM), for the others: at the highest dose activity change, negative = inhibition, usual class: inhibitors | Drosophila S2 Gal4-RORgamma UAS-luciferase reporter, 20 h; also: potency is read from the fitted curve at half-maximal effect; % is scaled to controls: 0 for no effect and ±100 for the full control effect; nearly all actives have a fitted effect of over 60% in size
Target sequence (P51450 whole entry, looked up, the tested form may be a part): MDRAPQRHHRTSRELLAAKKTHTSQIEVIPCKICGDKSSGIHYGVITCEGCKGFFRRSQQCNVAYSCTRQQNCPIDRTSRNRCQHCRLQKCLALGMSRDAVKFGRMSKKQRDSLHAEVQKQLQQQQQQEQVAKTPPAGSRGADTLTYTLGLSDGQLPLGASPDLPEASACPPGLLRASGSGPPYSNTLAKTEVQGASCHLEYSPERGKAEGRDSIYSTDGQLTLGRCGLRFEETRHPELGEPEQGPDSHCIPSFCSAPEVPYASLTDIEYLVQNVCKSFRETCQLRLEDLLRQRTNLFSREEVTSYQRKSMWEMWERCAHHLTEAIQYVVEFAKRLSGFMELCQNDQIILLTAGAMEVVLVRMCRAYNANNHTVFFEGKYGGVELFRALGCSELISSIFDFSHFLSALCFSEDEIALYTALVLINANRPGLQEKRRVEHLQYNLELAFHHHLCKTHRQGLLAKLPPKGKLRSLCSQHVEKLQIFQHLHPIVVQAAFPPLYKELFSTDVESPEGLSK
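ROR gamma transcriptional activity was tracked as Gal4-UAS luciferase output in stably transfected Drosophila Schneider cells, with compound added 1 hr before 700 uM copper sulfate induction and a 20 hr ambient-temperature incubation.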
VP16 counter – inhibits Gal4-VP16 luciferase reporter, ROR gamma counter-screen | 310,000 compounds, 3.5% hits | Drosophila S2 Gal4-VP16 UAS-luciferase, luminescence, 20 h | Potency, µM (top dose mostly 53.6 µM), inactives show at the highest dose activity, negative = inhibition, most hits filed as inhibitors;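 also: Gal4-VP16 expression switched on by copper sulfate through the metallothionein promoter; potency is read from the fitted curve at half-maximal effect; % is scaled to controls: 0 for no effect and ±100 for the full control effect; nearly all actives have a fitted effect of over 50% in size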
FLuc counter – counter-screen for miR-21 project: firefly luciferase inhibitors or activators; Potency, µM (doses to about 57.5 µM), without a hit: at the highest dose activity change, negative = inhibition, most hits filed as inhibitors; purified FLuc, Km substrates, luminescence inhibition; 360,000 compounds, 6.9% hits; P08659;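 also: potency is read from the fitted curve at half-maximal effect; plate controls were vehicle for no effect and reference inhibitor for full effect; nearly all actives have a fitted effect of over 55% in size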
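Purified P. pyralis luciferase (10nM final) with 10uM D-luciferin and 10uM ATP (Km levels) in 50mM Tris acetate pH 7.5, 10mM Mg acetate, 0.01% Tween-20, 0.05% BSA; qHTS 6-point titration, ~60 µM downward; luminescence read.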
An asterisk follows results filed as active; u = inconclusive; x = no result given; & = joins results of further samples; [ ] = dose if it differs, or a comment. Unless noted, calls follow the shape of the dose curve; as a rule, active = well fitted curve in the direction sought with a large enough effect; inconclusive = small, poorly fitted or top-dose-only effect, or another doubt; inactive = no such curve, though single readings can be large; an effect the other way counts as inactive or inconclusive. Some of the compounds tested; count on the stated rates, not on these rows.

Order of results – ELG1 genotoxic	Giardia kill	PKM2 act	p53 reactivator	NPC1 promoter act	Menin MLL FP TR	BRCA1 expr up	Rab9 promoter act	RORgamma inh	VP16 counter	FLuc counter
COc1ccc(C2CN=NC2C(=O)c2ccccc2)cc1 (stereo not drawn)
  1%	24	-12%	8%	0%	x	6%	11%	-14%	-2%	u
Cc1cc(C)n2nc(SCC(=O)Nc3ccc(F)cc3)nc2n1
  1%	-3	22%	-6%	2%	-3%[11.7 µM]	17%	4%	15%	0%	0%
O=C(O)Cc1ccc(NC(=O)Nc2ccc3c(c2)OCO3)cc1
  u	-11	0%	u	26%	0%	45%	u	-35%	-16%	9.5µM*
CCCCOC(=O)CSc1n[nH]c(=O)[nH]c1=O
  2%	7	-1%	11%	-1%	0%	11%	22%	-19%	-2%	8%
O=C(Nc1nc2cc3c(cc2s1)OCCO3)c1ccc(N2C(=O)CCC2=O)cc1
  5%	13	-1%	20%	u	x	-3%	12%	11%	7%	u
CC12CCCCC1NS(=O)(=O)OC2 (stereo not drawn)
  0%	-22	0%	8%	2%	4%	7%	-4%	10%	-7%	0%
Nc1nc(NC(=O)/C=C\C(=O)O)nn1-c1ccccc1
  -12%	-2	-9%	-4%	0%	1%	3%	14%	-9%	4%	u
Cc1ccccc1S(=O)(=O)Cc1ccc(C(=O)NC2CCCCC2)o1
  -4%	-16	x	19%	-2%	-2%	-9%	-1%	8%	13%	1%&-8%
Clc1ccc(-c2cnc3ccccc3n2)cc1
  u	11	-8%	u	3.2µM*	0%	u	4µM*	-11%	u	4.8µM*
CNC(=O)/C(C#N)=C/c1ccc(-c2ccc(Cl)cc2)o1
  u	-3	0%	3%	u	20%	0%	u	-1%	10%	u
CSC(C1CCCC1)n1nnc2ccccc21 (stereo not drawn)
  -2%	-1	x	-2%	-1%	x	4%	-2%	x	x	7%
CN(C)CCCn1c(SCCN2C(=O)c3ccccc3C2=O)nc2ccccc2c1=O
  -2%	-6	0%	14%	-2%	-24%	22%	0%	6%	1%	4%
CCOC(=O)C1CCN(S(=O)(=O)c2cnc[nH]2)CC1
  0%	-20	0%	2%	-3%	-1%	-4%	-2%	-29%	5%	-1%
CC(C)c1nnc(NC(=O)CS(=O)(=O)Cc2ccccc2)s1
  -2%	-11	3%	-1%	2%	-13%	-2%	-7%	-18%	10%	u
COc1ccccc1C(=O)Nc1nnc(C)s1
  13µM*	-2	-3%	22%	u	1%	u	u	1%	6%	17µM*
Cc1cccc(NC(=O)CS(=O)CC(=O)Nc2cnc3ccccc3c2)c1C (stereo not drawn)
  -1%	3	-3%	-10%	-6%	9%	-4%	-2%	0%	7%	-1%
Nc1c(NCCCN2CCOCC2)c2ccccc2oc1=O
  -1%	21	-14%	9%	-2%	-11%	-15%	14%	17%	0%	0%
CCCN(CCC)CCCNC(=O)C(NS(=O)(=O)c1ccc2c(c1)CCC(=O)N2)c1ccccc1 (stereo not drawn)
  6%	-12	0%	-1%	-4%	-9%	0%	-5%	8%	-5%	-3%
CCOC(=O)c1c(-c2ccc(C)cc2)csc1NC(=O)c1cc2ccccc2oc1=O
  -14%	9	3%	-10%	-18%	u	42%	4%	u	u	-15%
O=C(c1cccc(S(=O)(=O)N2CCCC2)c1)N1CCN(Cc2ccccc2)CC1
  1%	-2	x	1%	-1%	x	-15%	-5%	x	x	7%
Cc1ccnc(NC(=O)C2COc3ccccc3O2)c1 (stereo not drawn)
  u	-19	7%	u	2.8µM*	-6%	18%	3.5µM*	-31%	u	9.5µM*
COCCCNC(=O)CS(=O)Cc1nc(-c2ccccc2C)oc1C (stereo not drawn)
  0%	-9	1%	-3%	-1%	11%	-12%	-2%	-22%	7%	7%
Cc1nc2ccccc2c2c1C(=O)N(C1CCCCCCC1)C2=O
  3%	-11	-1%	5%	0%	-4%	5%	-2%	10%	3%	1%
Nn1c(SCC(=O)Nc2ccc3c(c2)OCO3)nnc1C1CCCCC1
  x	-4	-1%	x	x	-14%	-18%	x	9%	4%	3%
Cn1c(=O)c2cc(NC(=O)c3ccccc3Cl)c(=O)oc2n(C)c1=O
  0%	7	5%	-1%	-2%	8%	15%	-4%	-15%	6%	1%
Cc1cc(C)cc(NS(=O)(=O)c2c(C)[nH]c(=O)[nH]c2=O)c1
  0%	10	x	-5%	-2%	7%	-5%	2%	1%	1%	-1%
CC(=O)c1cccc(NC(=O)N2CCCC2C(=O)Nc2ccc3c(c2)OCCO3)c1 (stereo not drawn)
  6%	-17	6%	7%	1%	-13%	-6%	2%	31%	30%	u
CCNC(=O)NC(=O)COC(=O)C1CSC2(C)CCC(=O)N12 (stereo not drawn)
  2%	3	3%	5%	-4%	11%	12%	1%	-10%	-2%	0%
CCOC(=O)C1=NOC(CNc2ncc(C(F)(F)F)cc2Cl)C1 (stereo not drawn)
  0%	u	-3%	15%	2%	5%	-15%	-7%	-16%	-1%	-1%
CN(C)CCCN(C(=O)c1ccc2ccccc2c1)c1nc2cc3c(cc2s1)OCO3
  -6%	6	-2%	-8%	2%	-23%	-17%	4%	u	-17%	0%
CC(=O)c1c(C)[nH]c(C(=O)OCC(=O)c2c[nH]c3ccccc23)c1C
  7%	-17	x	u	28%	x	38%	u	x	x	-28%
CC(C)COc1ccc(C(=O)OCCN2CCOCC2)cc1
  u	19	-2%	15%	13%	-38%	49%	11%	u	-17%	-7%
O=C(N/N=C\c1ccc(-c2ccccc2[N+](=O)[O-])o1)C1COc2ccccc2O1 (stereo not drawn)
  -4%	-13	-3%	1%	4%	1%	-31%	3%	u	u	-17%
Cn1c(CNc2ccccc2O)nc2ccccc21
  8%	-19	4%	u	11%	-12%[11.7 µM]	-7%	-5%	u	u	u
Cc1nn(-c2ccccc2)c(C)c1NC(=O)COC(=O)c1cc(Br)ccc1O
  -11%	1	x	0%	1%	x	2%	-15%	x	x	0%
O=c1c(C(c2ccc(Cl)cc2)c2c(O)nc3n(c2=O)CCCS3)c(O)nc2n1CCCS2
  0%	23	5%	-1%	1%	x	4%	-7%	-3%	-1%	4%
COc1ccccc1N=C1SC(C(=O)Nc2ccc(F)cc2)CC(=O)N1C (stereo not drawn)
  1%	-4	-3%	6%	-1%	13%	-23%	2%	-9%	-2%	-2%
C1CCN(Cc2nnnn2C2CCCC2)CC1
  2%	-8	-1%	7%	-9%	-2%	6%	-8%	6%	-9%	-1%
CN1CCN(C(=O)C2CCN(c3ncc(C(F)(F)F)cc3Cl)CC2)CC1
  -5%	4	3%	-6%	-6%	-12%	-40%	-1%	25%	-3%	3%
CC1CCN(C(=O)Nc2cccc(NC(=O)N3CCC(C)CC3)c2)CC1
  2%	2	10%	1%	10%	6%	31%	0%	33%[10 µM]	1%	15µM*
O=[N+]([O-])c1ccccc1Oc1ncccc1[N+](=O)[O-]
  -1%	-12	3%	18%	-1%	22%	-18%	-3%	12%	7%	6%
Cc1ccc2c(c1)c1c(n2CC(O)Cn2nc(C)c(Br)c2C)CCCC1 (stereo not drawn)
  -3%	6	3%	-11%	1%	3%	-30%	1%	13%	u	7%
CC(C)Cn1c(SCC(=O)N2CCCCC2)nc2ccccc2c1=O
  -6%	3	-1%	-4%	-6%	-16%	4%	-4%	-29%	-5%	-6%
CCOC(=O)C1=C(C)NC(=S)NC1c1ccc(OC(=O)c2ccco2)cc1 (stereo not drawn)
  2%	1	-6%	3%	1%	-2%	-11%	-15%	-11%	-9%	2%
COC(=O)c1ccc(C(=O)NC2CCCc3c2cnn3-c2cc(F)cc(F)c2)nc1 (stereo not drawn)
  -8%	4	-1%	46%	-23%	-14%	-62%	-12%	16%	-16%	-12%
CC1=C(C(=O)N2CCOCC2)C(c2ccc(OC(F)F)cc2)NC(=S)N1c1ccccc1 (stereo not drawn)
  0%	0	2%	7%	1%	1%	-1%	-3%	12%	5%	-1%
NS(=O)(=O)c1ccc(NC(=O)CN2C(=O)c3ccccc3C2=O)cc1
  0%	0	-1%	3%	0%	x	-2%	0%	4%	6%	-1%
